HSP90 inh – HSP90 inhibitors, primary screen, cell lysate, luminescence; Heat shock protein HSP 90 (rabbit reticulocyte lysate; luciferase refolding); Rabbit reticulocyte lysate, luciferase refolding luminescence, 3 h; inhibition, % at 5.6 µM; 0.91% of 290,000 active; AID 1789, 2009;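 active means inhibition above the screen-wide mean plus 3 SD, computed separately per campaign, cut at about 16% in these data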;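 further: 0% = DMSO wells and 100% = 60 µM geldanamycin wells; inhibitors lower the luminescence because luciferase stays unfolded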
IEC-6 tox – cytotoxicity in IEC-6 intestinal epithelial cells, primary screen, cytotoxicity control for KLF5 inhibitor project, cell-based, luminescence; 0.78% of 290,000 active; IEC-6 cytotoxicity, luminescence viability; inhibition, % at 5 µM; AID 1825, 2009; in the data active means inhibition above about 22%;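 further: 0% = plate median of test compound wells and 100% = cytotoxic reference compound wells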
HSF1 inh – HSF1 inhibitors in luciferase reporter cells, primary screen, cell-based, NIH3T3, luminescence | 0.77% of 300,000 active | NIH3T3-HGL HSE-luciferase, MG132-induced, luminescence 8 h; active compounds read low | activity change, negative = inhibition, % at 7.5 µM (by protocol);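 active means more than half of replicate wells show activity change below -50%, luminescence cut by over half; inconclusive means some wells, but at most half, below -50%; inactive means no replicate well below -50%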;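 further: luciferase reports HSF-1 transcriptional activity via heat shock element; 0% = median of DMSO wells and -100% = zero luminescence signal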
KLF5 inhibitor – KLF5 expression inhibitors, primary screen, DLD-1 cells, luminescence; AID 1700, 2009; inhibition, % at 5 µM; 0.23% of 290,000 active; DLD-1 KLF5 promoter-luciferase reporter;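 active means inhibition above a per-plate limit of that plate's mean compound inhibition plus 3 SD, cut at about 60% in these data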;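 further: 0% = DMSO wells and 100% = LY294002 at 200 µM; higher means less KLF5 promoter-driven luciferase light; inactives centre near -14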
AI-2 QS modul – Vibrio harveyi AI-2 quorum sensing modulators, primary screen, JMH597 strain, luminescence/OD600 ratio | Vibrio harveyi JMH597 AI-2 luminescence/OD600 ratio, 9 h; active compounds read low; strain lacks LuxN and CqsS sensors; 0 = neutral-control median | activity change, % at 7.5 µM | 0.4% of 300,000 active; in the data active means activity change below about -75%, passing the limit was not always enough; inconclusive means no clear call, values can overlap the other calls;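 further: luminescence divided by OD600 gain over 9 h not by final OD600 alone; inactives centre near 13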
HSF-1 act – HSF-1 activators, primary screen, NIH3T3-HGL cells, MG132 stress, luminescence, single point; activation, % at 9 µM; 1.7% of 300,000 active; NIH3T3-HGL HSF-1 luciferase reporter, 8 h; 100% = twice DMSO control signal;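 active means mean replicate activation of at least 50% with a set share of replicates each reaching 50%; inconclusive means only one of those two conditions met; inactive means mean below 50% and too few replicates reaching it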;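 further: 0% = median of the neutral control wells and 100% = twice that signal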
aSyn 5UTR inh – MLPCN primary screen, SNCA 5' untranslated region. inhibition, % (tested at 7.5 µM). alpha-synuclein 5'UTR reporter, inhibitor activity. AID 1813, 2009. 0.82% of 300,000 active; in the data active means inhibition above about 60%; inconclusive means no clear call, values can overlap the other calls;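 further: H4 neuroglioblastoma cells stably carrying SNCA 5'UTR luciferase fusion; 0% = DMSO wells and 100% = positive control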
GSK3B inh – human GSK3beta kinase inhibitors, primary screen, biochemical, cell-free homogeneous, HTS | Glycogen synthase kinase-3 beta (Homo sapiens), P49841 | GST-GSK3beta kinase, ADP-Glo luminescence, 60 min; active compounds read low | activity score (negative = inhibition), % at 10 µM | 0.038% of 300,000 active | AID 2097, 2009;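 active means more than half of replicate wells score below -50%, meaning over 50% inhibition versus plate controls; inconclusive means some replicates but at most half score below -50%; inactive means no replicate scores below -50%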;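 further: 0% = median DMSO wells and -100% = median GW8510 positive control wells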
Target sequence (P49841 whole entry, looked up): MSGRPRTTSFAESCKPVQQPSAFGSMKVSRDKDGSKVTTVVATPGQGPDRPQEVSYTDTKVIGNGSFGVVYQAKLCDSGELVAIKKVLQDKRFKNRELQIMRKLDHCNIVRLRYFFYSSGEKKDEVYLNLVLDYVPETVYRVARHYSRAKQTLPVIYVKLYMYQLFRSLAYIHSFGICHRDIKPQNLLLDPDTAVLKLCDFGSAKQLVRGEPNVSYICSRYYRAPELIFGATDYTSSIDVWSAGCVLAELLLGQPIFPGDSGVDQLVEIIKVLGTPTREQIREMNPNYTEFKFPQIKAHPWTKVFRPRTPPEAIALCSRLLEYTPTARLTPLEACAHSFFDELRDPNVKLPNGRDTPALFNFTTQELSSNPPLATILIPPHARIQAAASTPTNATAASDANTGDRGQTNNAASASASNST
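Test system: GST-fused GSK3beta enzyme, cell-free | Quantity: 1.6 ng GST-GSK3beta enzyme per well | Reagent: 25 µM ATP with peptide substrate | Schedule: 60 min enzyme reaction, room temperature | Signal: Luminescent ADP-Glo measurement of ADP formed | Read-out basis: Score relative to plate controls | Control set: DMSO and 20 µM GW8510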
PolyA inh – polyadenylation inhibitors in yeast reporter cells, primary screen, luminescence, S. cerevisiae; S. cerevisiae SKY197-pL101 polyadenylation reporter, beta-gal luminescence; efflux-impaired pdr1/pdr3 knockout yeast; score 100 = 6 SD above DMSO; calls only at 12 µM; 0.02% of 300,000 active;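 active means lowest replicate activity score at least 50, where 100 means six control SD above control mean; inconclusive means lowest score under 50 but half or more replicates reach 50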;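 further: yeast exposed to compound for 9 h at 30 °C; higher score means more reporter readthrough which indicates perturbed polyadenylation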
GSK3A inh – blockers of GSK3A enzyme activity – biochemical, luminescence, cell-free homogeneous, HTS, primary screen | 0.1% of 320,000 active | AID 2650, 2010 | Glycogen synthase kinase-3 alpha (Homo sapiens), P49840 | GSK-3 alpha kinase, ADP-Glo luminescence, 60 min | inhibition, % at 10 µM;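 in the data active means inhibition above about 50%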;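 further: GST-tagged GSK-3 alpha with peptide substrate and 25 µM ATP; 0% = DMSO neutral wells and 100% = GW8510 positive control wells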
Target sequence (P49840 whole entry, looked up): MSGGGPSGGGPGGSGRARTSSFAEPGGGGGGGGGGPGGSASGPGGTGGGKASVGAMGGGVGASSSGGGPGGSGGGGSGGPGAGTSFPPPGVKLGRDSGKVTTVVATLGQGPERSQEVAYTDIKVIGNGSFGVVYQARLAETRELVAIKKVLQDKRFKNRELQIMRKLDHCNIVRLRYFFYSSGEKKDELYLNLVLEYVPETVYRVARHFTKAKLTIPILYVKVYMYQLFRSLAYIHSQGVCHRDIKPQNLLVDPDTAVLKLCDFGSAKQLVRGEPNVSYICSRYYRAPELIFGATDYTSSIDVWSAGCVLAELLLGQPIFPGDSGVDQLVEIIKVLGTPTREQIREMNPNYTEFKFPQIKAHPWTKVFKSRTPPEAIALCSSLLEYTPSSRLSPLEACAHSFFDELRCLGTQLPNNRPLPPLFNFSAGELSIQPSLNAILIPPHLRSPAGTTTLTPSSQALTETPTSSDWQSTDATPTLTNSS
* hit, by the source's call; i = inactive; u = inconclusive; x = no result given; & = joins results of further samples. This is a subset; the hit share may differ from the screen's.

Second line of a record: HSP90 inh	IEC-6 tox	HSF1 inh	KLF5 inhibitor	AI-2 QS modul	HSF-1 act	aSyn 5UTR inh	GSK3B inh	PolyA inh	GSK3A inh
Cc1ccc(N=C2NC(=O)/C(=C\c3ccco3)S2)cc1
    1	1	13	-38	14	16	-74	-1	i	1
CC(C(=O)NCc1ccco1)n1cc([N+](=O)[O-])cn1 (stereo unspecified)
    -3	9	-7	1	23	-15	-3	2	i	-1
CC(C)c1onc(C(=O)N2C(C)CCCC2C)c1[N+](=O)[O-] (stereo unspecified)
    0	-9	-8	-27	14	-6	2	0	i	-2
COc1ccc([N+](=O)[O-])cc1NC(=O)C(C)N1CCN(C(=O)c2ccco2)CC1 (stereo unspecified)
    -1	-3	-3	-3	5	4	5	3	i	1
O=C(NCc1ccccc1F)c1cc(=O)[nH]c2ccccc12
    3	2	2	-8	22	3	16	-1	i	-2
Cc1ccc(NC(=O)C2CCN(S(=O)(=O)c3ccc4c(c3)NC(=O)C(C)S4)CC2)cc1Cl (stereo unspecified)
    2	22*	2	-4	28	8	28	1	i	0
COc1ccc2[nH]c(=O)c(CN(CCO)C(=O)c3ccccc3F)cc2c1
    -1	0	1	-12	50	-7	20	1	i	-2
O=C(COC(=O)c1ccccc1C(=O)N1CCN(c2ccccc2)CC1)Nc1ccc(F)cc1
    10	-3	8	-14	11	11	7	-3	i	0
Cc1ccc(C(=O)N2CCCC(CCC(=O)N3CCN(c4ccccn4)CC3)C2)s1 (stereo unspecified)
    -6	-2	5	-11	32	14	-4	2	i	-2
CCOc1ccc(Nc2nc3ccccc3n3nnnc23)cc1
    -2	5	-12	-43	14	-9	-82	0	i	0
CCn1nnc(NC(=O)c2ccc([N+](=O)[O-])o2)n1
    2	10	0	-32	u	0	-50	-4	i	2
Cc1ccc(C(=O)C[n+]2cc(-c3ccccc3)n3c2CCCCC3)cc1
    5&0	5&6	-1&-2	-5&-32	41&28	-4&13	3&8	-3&3	i	5
C=COCCNC(=O)Nc1ccc(Cl)c(Cl)c1
    1	-8	8	-67	13	35	-127	-3	i	6
Cc1ccc(C(=O)NC(NC(=O)c2ccc(C)cc2)C(Cl)Cl)cc1
    -1	-7	4	-42	9	7	-53	-2	i	0
CCCc1nc2nc(C)c(NS(=O)(=O)c3ccc4c(c3)CCCC4)c(=O)n2[nH]1
    -4	-1	2	-3	x	14	-12	x	i	-6
Cc1cc(C)c2nc(NC(=O)c3ccc([N+](=O)[O-])o3)sc2c1
    0	0	8	-32	18	-15	-144	-1	i	0
O=C(CCn1nnc2ccccc21)OCC(=O)c1ccc(F)cc1
    4	0	-2	1	-1	-15	-9	2	i	-1
COc1cc(C=O)ccc1Oc1cnccn1
    2	5	-5	-20	35	8	17	-1	i	-2
Cc1csc(CN(C)C(=O)C2CCC(=O)N(CCCc3ccccc3)C2)n1 (stereo unspecified)
    -2	-7	3	-21	3	-6	-3	2	i	-1
O=C(CSc1nc2ccccc2c(=O)n1CC1CCCO1)NCc1ccc2c(c1)OCO2 (stereo unspecified)
    -2	2	-1	-9	-19	14	9	2	i	1
Cc1cccnc1NC(=O)c1ccc(S(=O)(=O)N2CCC(C)CC2)cc1
    x	x	-2	x	18	-7	15	2	i	2
COC(=O)c1cc(S(=O)(=O)NC2CCCCC2)cn1C
    -4	-2	-4	-18	23	-12	-11	-19	i	6
O=C(CCc1cn(Cc2ccc(F)cc2)c2ccccc12)N1CCOCC1
    -1	-1	13	-32	-3	26	-13	-5	i	-6
O=C(/C=C/c1ccc(OCCCF)cc1)N1CCN(Cc2ccccc2)CC1
    7	4	8	-34	9	61*	27	-2	x	-1
CCOC(=O)C1=C(c2ccccc2)NC(=O)NC1c1ccc(OCC#N)c(OC)c1 (stereo unspecified)
    -1	1	-4	-25	6	-26	5	3	i	0
NS(=O)(=O)c1ccc(CCNC(=O)c2ccc([N+](=O)[O-])s2)cc1
    9	1	44	-15	75	94*	-33	1	i	0
CN(c1ccccc1)S(=O)(=O)c1cccc(NC(=O)CSc2n[nH]c(N)n2)c1
    3	-2	0	-7	11	-3	-2	0	i	-2
O=C1c2ccccc2C(=O)c2c1ccc(C(=O)N1CCCCC1)c2NCCO
    -2	3	-7	11	3	-2	16	2	i	0
Cc1ccccc1-n1nnnc1-c1ccccc1
    -2	5	-7	-3	6	-9	-1	-4	i	-2
Cc1ccc(NS(=O)(=O)c2ccc(C(=O)NNC(=O)c3ccccc3O)cc2)cc1
    x	x	-2	x	59	-3	14	1	i	0
N#Cc1c(N2CCN(C(=O)c3ccccc3)CC2)nc(-c2ccccc2)c2c1CCCC2
    9	-2	18	-14	27	16	-6	2	i	8
Cc1ccc(C(=O)OCC(=O)NC(=O)c2ccccc2)o1
    x	x	2	x	8	27	7	1	i	-3
C=CCN1C2CCCC1CC(NC(=S)Nc1cccc(OC)c1)C2 (stereo unspecified)
    -3	9	-5	-3	3	15	7	-1	i	0
CCOC(=O)c1c(C)[nH]c(C)c1C(=O)CSc1nc(N)cc(N)n1
    0	-2	-1	-20	9	15	11	3	i	x
CC1=NN(C(=O)c2ccc(Cn3cc([N+](=O)[O-])cn3)cc2)C(O)(C(F)(F)F)C1 (stereo unspecified)
    1	-7	-8	12	20	-5	13	1	i	-1
CN1C(=O)c2ccc(C(=O)NCc3ccccc3)cc2C1=O
    0	-3	-9	-11	7	4	-9	-1	i	-1
Cc1ccccc1NCc1ccccc1O
    2	5	-2	-3	2	-8	-9	-2	i	9
c1ccc(-n2ncc(-c3nn[nH]n3)n2)cc1
    0	-6	-3	-3	31	9	-18	2	i	-1
Cc1ccc(NC(=O)C2CC2c2ccccc2)cc1 (stereo unspecified)
    -4	-1	0	-104	-86*	14	-65	-3	i	4
COc1ccc(C(=O)CSc2nnc(CNC(=O)c3ccc(S(=O)(=O)N(C)C)cc3)o2)cc1
    0	-7	-6	-36	2	-3	-1	0	i	-3
Cc1ccc(CN(C(=O)Cc2cccs2)C(C(=O)NC2CCCC2)c2ccncc2)cc1 (stereo unspecified)
    -3	2	-1	-17	8	16	4	2	i	x
Cc1cccc(N(CC(=O)NCc2ccco2)C(=O)CCC(=O)Nc2nccs2)c1
    -1	-5	2	-26	21	10	-15	2	i	1
CC1CCN(S(=O)(=O)N2CCC(C(=O)N3CCC(N(C)CC4CCCO4)CC3)CC2)CC1 (stereo unspecified)
    -4	-4	x	13	x	x	x	x	x	0
O=c1[nH]c(=O)n(Cc2ccco2)c2c1C(C(F)(F)F)(C(F)(F)F)N=C(C1CCCCC1)N2
    0	-3	0	-21	24	3	20	1	i	-2
COc1ccc(OC(=O)c2ccc(OC)c(S(=O)(=O)N3CCOCC3)c2)cc1
    -9	-3	2	-24	20	29	10	2	i	-2
CCOC(=O)Cc1csc(N/C(=N/S(=O)(=O)c2cc(Br)ccc2OCC)c2ccccc2)n1
    -3	-5	-1	-47	27	14	24	0	i	-4
ONC=Nc1cccc2nonc12
    -1	0	-4	-8	19	15	-10	1	i	10
CN1CCc2c(sc3c2c(=O)n(-c2ccccc2)c2n[nH]c(=S)n32)C1
    0	1	-4	-21	37	-6	1	-50*	i	80*
COc1ccccc1CNc1ncnc2sccc12
    1	11	-5	1	14	0	-5	4	i	2
NC(=O)CSc1nnc(COc2cccc3ccccc23)o1
    -1	4	-10	-6	5	-9	5	4	i	-3
Cc1cccc(N2CCN(C(=S)Nc3ccc4nc(N5CCN(C)CC5)cc(C)c4c3)CC2C)c1 (stereo unspecified)
    2	2	3	-22	23	11	-12	0	i	0
COc1ccc(S(=O)(=O)N2CCN(C(=S)Nc3ccc(S(N)(=O)=O)cc3)CC2)cc1
    1	-1	-8	-7	-5	9	9	1	i	1
Cc1ccccc1CNC(=O)c1ccccc1C
    3	1	-2	5	15	8	5	-3	i	1
COc1cccc(CNC(=O)CCC2CCCN(Cc3ccc(OC(F)F)cc3)C2)c1 (stereo unspecified)
    0	-4	-3	-34	14	12	4	-3	i	0
CC(C)(C)C(=O)/C=C1\NC(=O)CS1
    -5	-2	13	-7	24	-15	-10	-1	i	-2
COc1cc(OC)cc(N(C(=O)c2snc(C(N)=O)c2N)C(C(=O)NCC2CCCO2)c2ccc(C)o2)c1 (stereo unspecified)
    5	9	3	-26	9	24	-7	1	i	-3
CCOc1ccc(/C=C(\C#N)C(=O)NCC2CCCO2)cc1OCC (stereo unspecified)
    -1	-4	6	-25	22	5	-5	2	i	-3
C/C(=N\N(C)C)c1ccc(OCCOc2ccc([N+](=O)[O-])cc2)cc1
    0	3	1	-16	-16	-9	-5	-12	i	1
COC(=O)c1ccc(-n2cc(-c3ccc(OC)cc3)[nH]c2=S)cc1
    5	4	x	-23	x	x	x	x	x	-3
COc1ccc(N(C)S(=O)(=O)c2cccc(C(=O)N3CCN(S(=O)(=O)c4ccc(C)cc4)CC3)c2)cc1
    -2	-3	6	-2	26	23	25	3	i	1

Additional structures follow.
Second line of a record: HSP90 inh	IEC-6 tox	HSF1 inh	KLF5 inhibitor	AI-2 QS modul	HSF-1 act	aSyn 5UTR inh	GSK3B inh	PolyA inh	GSK3A inh
Cc1ccc2nc(Nc3ccccc3O)nc(-c3ccccc3)c2c1
    0	-2	2	-34	-2	-15	4	-4	i	-1
Fc1ccc(CSc2nnc(-c3ccccn3)o2)cc1
    -2	-6	35	-184	14	31	-196	-2	i	-3
CCOC(=O)c1c(NC(=O)COc2cccc3c2CCN(C)C3=O)sc2c1CCC2
    -3	-3	-10	-20	25	0	-11	5	i	0
CO/N=C/c1c(-c2ccc(Cl)cc2)nc2cc(C)ccn12
    0	8	9	18	12	3	15	0	i	-2
CC1CCCCN1CCCNC(=O)C1CCCN(c2ncnc3c2nc2n3CCCCC2)C1 (stereo unspecified)
    -7	0	-6	5	24	3	15	1	i	0
Cc1ccc(S(=O)(=O)Nc2ccc(NC(=O)CN3CCCCC3)cc2)cc1
    0	8	-3	-14	2	-4	4	0	i	-3
CC(C)c1nnc(NC(=O)c2ccc3ccccc3c2)s1
    3	1	46	-166	17	48	-64	2	i	0
CC(C)COc1ccc(/C(O)=C2/C(=O)C(=O)N(CCN(C)C)C2c2ccncc2)cc1 (stereo unspecified)
    0	-5	-3	0	35	0	1	4	i	0
